Scp-1 inhibitor = Scp-1 phosphatase inhibitors, primary screen, biochemical, colorimetric, uHTS; Carboxy-terminal domain RNA polymerase II polypeptide A small phosphatase 1 (Homo …; Recombinant Scp1, phosphopeptide, malachite green phosphate absorbance; inhibition, % at 20 µM; 0.88% of 340,000 active;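 active = inhibition above about 50% at 20 µM, limit read from the data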;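 note: plate controls were DMSO wells with enzyme for no effect and wells lacking enzyme for full effect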
Target sequence (Q9GZU7 76-261 limits assumed): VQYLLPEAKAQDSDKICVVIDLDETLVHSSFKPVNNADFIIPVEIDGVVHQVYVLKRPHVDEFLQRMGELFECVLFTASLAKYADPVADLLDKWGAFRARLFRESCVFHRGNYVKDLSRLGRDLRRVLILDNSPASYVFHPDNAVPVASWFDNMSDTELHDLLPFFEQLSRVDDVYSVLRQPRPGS
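Incubation: 45 min enzyme reaction at room temperature / System: truncated SCP-1 phosphatase (76-261aa) / Reagent: Phospho 17-mer peptide substrate / Buffer or medium: Acidic Tris acetate buffer with magnesium and detergent / Signal: absorbance at 630 nm / Doses: one concentration, 20 µM, with 1.0% DMSO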
MsrA inhibitor = bovine MsrA enzyme inhibitors, primary screen, biochemical, absorbance, HTS; AID 651718, 2012; 0.75% of 360,000 active; purified bovine MsrA, absorbance read-out; inhibition, % at 15.5 µM; Methionine sulfoxide reductase A (Bos taurus); in the data active = inhibition above about 4.5%;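 note: 0% = vehicle wells with enzyme and 100% = reference inhibitor wells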
* marks the source's active call; other numbers are inactive results; x = no result given. A portion of the library (hit frequency here may not be typical).

> Cn1c(O)c(/C=N/N2CCOCC2)c(=O)[nH]c1=S
  Scp-1 inhibitor: -14.2; MsrA inhibitor: x

> Cc1ccc(C(=O)N[C@@H](C)CN2C3=NC[C@H](Cc4ccccc4)N3C[C@H]2Cc2ccc(O)cc2)cc1Br
  Scp-1 inhibitor: 4.9; MsrA inhibitor: x

> Cc1cccc(N2C(=O)NC(=O)/C(=C/c3ccc([N+](=O)[O-])o3)C2=O)c1
  Scp-1 inhibitor: 45.2; MsrA inhibitor: x

> C=C(C=O)C[C@@H]1C[C@H](O)C2OC3C[C@]4(C)OC5/C=C\CC6OC7C(CC=CCC6OC5CCCC4OC3CC2O1)OC1CC2OC3CC(=O)OC3C[C@@H](C)C[C@@]2(C)OC1C[C@@H]7C (stereo partly specified)
  Scp-1 inhibitor: -1.0; MsrA inhibitor: x

> CC(=O)O[C@@H]1/C=C/[C@](C)(O)C[C@@H](C)C/C=C/[C@H]2[C@H](O)C(C)=C(C)[C@H]3[C@H](Cc4ccccc4)NC(=O)[C@@]123
  Scp-1 inhibitor: -7.1; MsrA inhibitor: x

> c1nc2nc3c(c(N4CCNCC4)n2n1)CCCC3
  Scp-1 inhibitor: 5.7; MsrA inhibitor: x

> CC/C(=C\C=C\[C@@H]1C=C[C@@H]2CCC[C@H]2[C@@H]1C(=O)c1ccc[nH]1)[C@@H]1O[C@@H]([C@@H](C)C(=O)O)CC[C@@H]1C
  Scp-1 inhibitor: 19.3; MsrA inhibitor: x

> O=S(=O)(c1ccccc1)N1CCC2CCNC2C1 (stereo unspecified)
  Scp-1 inhibitor: x; MsrA inhibitor: -0.7

> N#Cc1ccc2nc(-c3ccc(CN4CCC(n5c(=O)[nH]c6cc(Cl)ccc65)CC4)cc3)c(-c3ccccc3)nc2c1
  Scp-1 inhibitor: x; MsrA inhibitor: 1.2

> CN1C2(C)c3ccccc3C1(c1ccccc1)c1ccccc12
  Scp-1 inhibitor: x; MsrA inhibitor: -0.7

> Cc1ccc2nc(-c3ccc(CN4CCC(n5nnc6ccccc65)CC4)cc3)c(-c3ccccc3)nc2c1
  Scp-1 inhibitor: x; MsrA inhibitor: 0.7

> O=C(NCCN1CCC2(CC1)C(=O)NCN2c1ccccc1)c1cccc(F)c1
  Scp-1 inhibitor: x; MsrA inhibitor: -1.0

> COc1ccccc1[As](=O)(O)CC(O)COc1ccc(Cl)cc1Cl (stereo unspecified)
  Scp-1 inhibitor: x; MsrA inhibitor: -1.4

> COC(=O)C1CC(OC(C)=O)C(=O)[C@H]2C1(C)CC[C@H]1C(=O)OC(c3ccoc3)CC12C (stereo partly specified)
  Scp-1 inhibitor: x; MsrA inhibitor: -1.1

> c1ccc(-c2nc3ccccc3nc2-c2ccc(CN3CCC(n4nnc5ccccc54)CC3)cc2)cc1
  Scp-1 inhibitor: x; MsrA inhibitor: 1.7

> CCOC(=O)c1c(N)n(Cc2ccc(OC)cc2)c2nc3ccccc3nc12
  Scp-1 inhibitor: x; MsrA inhibitor: 0.7

> CN1C2CCC1C(C(=O)Oc1ccccc1)C(c1ccc(Cl)cc1)C2 (stereo unspecified)
  Scp-1 inhibitor: x; MsrA inhibitor: -1.3

> O=c1[nH]c2cc(Cl)ccc2n1C1CCN(Cc2ccc(-c3nc4ccc(F)cc4nc3-c3ccccc3)cc2)CC1
  Scp-1 inhibitor: x; MsrA inhibitor: 0.9

> Oc1ccc2c3c1O[C@H]1c4[nH]c5c(c4CC4(O)C(C2)N(CC2CC2)CCC314)CC1(O)[C@H]2Cc3ccc(O)c4c3[C@@]1(CCN2CC1CC1)C5O4 (stereo partly specified)
  Scp-1 inhibitor: x; MsrA inhibitor: -0.6

> c1ccc(Cc2cnc(N3CCNCC3)nc2)cc1
  Scp-1 inhibitor: x; MsrA inhibitor: 1.2

> COc1cccc(C(=O)NCCN2CCC3(CC2)C(=O)NCN3c2ccccc2)c1
  Scp-1 inhibitor: x; MsrA inhibitor: 1.1

> O=c1[nH]c(=O)n(-c2ccccc2)c(O)c1C=NC12CN3CN(CN(C3)C1)C2
  Scp-1 inhibitor: x; MsrA inhibitor: 1.8

> CS(=O)(=O)N1CCC2CCNC2C1 (stereo unspecified)
  Scp-1 inhibitor: x; MsrA inhibitor: 0.9

> Cc1ccc(OC(=O)N(C)C[C@@H]2OCc3ccccc3-c3c(n(C)c4ccccc34)C(=O)N([C@H](C)CO)C[C@H]2C)cc1
  Scp-1 inhibitor: x; MsrA inhibitor: -0.3

> O=C(NCCN1CCC2(CC1)C(=O)NCN2c1ccccc1)c1cccs1
  Scp-1 inhibitor: x; MsrA inhibitor: -0.4

> CC(C)(C)C(=O)NC1CCSC1=O (stereo unspecified)
  Scp-1 inhibitor: x; MsrA inhibitor: -1.4

> Cn1cc2c([N+](=O)[O-])cc([N+](=O)[O-])cc2n1
  Scp-1 inhibitor: x; MsrA inhibitor: 0.4

> CC(C)S(=O)(=O)N1Cc2ccc(Br)cc2-n2nncc2C1
  Scp-1 inhibitor: x; MsrA inhibitor: 0.8

> COC(=O)C1=C(c2ccc(OC(F)(F)F)cc2)C[C@@H]2CC[C@H]1N2C(=O)N1CCc2cc(OC)c(OC)cc2C1
  Scp-1 inhibitor: x; MsrA inhibitor: -0.8

> O=C(O)CCl
  Scp-1 inhibitor: x; MsrA inhibitor: 0.3

Two entries picked at random from the list so far:
> O=c1[nH]c(=O)n(-c2ccccc2)c(O)c1C=NC12CN3CN(CN(C3)C1)C2
  Scp-1 inhibitor: x; MsrA inhibitor: 1.8

> CS(=O)(=O)N1CCC2CCNC2C1 (stereo unspecified)
  Scp-1 inhibitor: x; MsrA inhibitor: 0.9

Following part:
Fields – Scp-1 inhibitor | MsrA inhibitor
O=C(NCCN1CCC2(CC1)C(=O)NCN2c1ccccc1)c1ccccc1F
 : x | 0.2
N#CCCC#N
 : x | 0.2
Cc1ccc(N2Cc3ccccc3-n3nncc3C2)cc1
 : x | -1.6
COc1ccc2nc(-c3ccc(CN4CCC(n5nnc6ccccc65)CC4)cc3)c(-c3ccccc3)nc2c1
 : x | 2.6
CN1C[C@H](O)[C@H]2C[C@@H]1c1ccccc1O2
 : x | 1.6
Cc1cc(N2CCNC[C@@H]2C)ccc1N1CC[C@H](O)C1
 : x | 0.0
CCCN1CCC[C@@H]2Cc3nc(N)ncc3C[C@H]21
 : -11.7 | 0.2
COc1ccccc1N1C(=O)NC(=O)/C(=C/c2ccc([N+](=O)[O-])s2)C1=O
 : 0.3 | 0.6
C=CCN(CC=C)Cc1c[nH]c2ccccc12
 : -8.9 | -0.9
CN1C(=O)NC(=O)/C(=C\C=C\c2ccccc2[N+](=O)[O-])C1=O
 : -2.2 | -0.3
c1ccc2c3c(ccc2c1)OCC1CONC31 (stereo unspecified)
 : -1.9 | -0.7
Cc1ccc(C(=O)N[C@@H](C)CN2C3=NC[C@@H](Cc4ccccc4)N3C[C@H]2Cc2ccc(O)cc2)cc1Br
 : 3.9 | -0.5
CCN1CCN(Cc2nnnn2C(C)(C)C)CC1
 : -13.1 | -0.6

Compounds shown so far that have a halogen:
Fields – Scp-1 inhibitor | MsrA inhibitor
Cc1ccc(C(=O)N[C@@H](C)CN2C3=NC[C@H](Cc4ccccc4)N3C[C@H]2Cc2ccc(O)cc2)cc1Br
 : 4.9 | x
N#Cc1ccc2nc(-c3ccc(CN4CCC(n5c(=O)[nH]c6cc(Cl)ccc65)CC4)cc3)c(-c3ccccc3)nc2c1
 : x | 1.2
O=C(NCCN1CCC2(CC1)C(=O)NCN2c1ccccc1)c1cccc(F)c1
 : x | -1.0
COc1ccccc1[As](=O)(O)CC(O)COc1ccc(Cl)cc1Cl (stereo unspecified)
 : x | -1.4
CN1C2CCC1C(C(=O)Oc1ccccc1)C(c1ccc(Cl)cc1)C2 (stereo unspecified)
 : x | -1.3
O=c1[nH]c2cc(Cl)ccc2n1C1CCN(Cc2ccc(-c3nc4ccc(F)cc4nc3-c3ccccc3)cc2)CC1
 : x | 0.9
CC(C)S(=O)(=O)N1Cc2ccc(Br)cc2-n2nncc2C1
 : x | 0.8
COC(=O)C1=C(c2ccc(OC(F)(F)F)cc2)C[C@@H]2CC[C@H]1N2C(=O)N1CCc2cc(OC)c(OC)cc2C1
 : x | -0.8
O=C(O)CCl
 : x | 0.3
O=C(NCCN1CCC2(CC1)C(=O)NCN2c1ccccc1)c1ccccc1F
 : x | 0.2
Cc1ccc(C(=O)N[C@@H](C)CN2C3=NC[C@@H](Cc4ccccc4)N3C[C@H]2Cc2ccc(O)cc2)cc1Br
 : 3.9 | -0.5
